# High-throughput results deposited in PubChem by National Center for Advancing Translational Sciences (NCATS).
# L3MBTL1 inh = qHTS Assay for the Inhibitors of L3MBTL1; Potency, µM (series often up to 57.1 µM), inactives show at the highest dose activity, negative = inhibition, most hits filed as inhibitors; Lethal(3)malignant brain tumor-like protein 1 (Homo sapiens), Q9Y468; AlphaScreen L3MBTL1–H3K9me1 peptide binding; actives 0.66% (n = 230,000); further: nearly all actives have a fitted effect of over 60% in size
# Target sequence (Q9Y468 whole entry, looked up): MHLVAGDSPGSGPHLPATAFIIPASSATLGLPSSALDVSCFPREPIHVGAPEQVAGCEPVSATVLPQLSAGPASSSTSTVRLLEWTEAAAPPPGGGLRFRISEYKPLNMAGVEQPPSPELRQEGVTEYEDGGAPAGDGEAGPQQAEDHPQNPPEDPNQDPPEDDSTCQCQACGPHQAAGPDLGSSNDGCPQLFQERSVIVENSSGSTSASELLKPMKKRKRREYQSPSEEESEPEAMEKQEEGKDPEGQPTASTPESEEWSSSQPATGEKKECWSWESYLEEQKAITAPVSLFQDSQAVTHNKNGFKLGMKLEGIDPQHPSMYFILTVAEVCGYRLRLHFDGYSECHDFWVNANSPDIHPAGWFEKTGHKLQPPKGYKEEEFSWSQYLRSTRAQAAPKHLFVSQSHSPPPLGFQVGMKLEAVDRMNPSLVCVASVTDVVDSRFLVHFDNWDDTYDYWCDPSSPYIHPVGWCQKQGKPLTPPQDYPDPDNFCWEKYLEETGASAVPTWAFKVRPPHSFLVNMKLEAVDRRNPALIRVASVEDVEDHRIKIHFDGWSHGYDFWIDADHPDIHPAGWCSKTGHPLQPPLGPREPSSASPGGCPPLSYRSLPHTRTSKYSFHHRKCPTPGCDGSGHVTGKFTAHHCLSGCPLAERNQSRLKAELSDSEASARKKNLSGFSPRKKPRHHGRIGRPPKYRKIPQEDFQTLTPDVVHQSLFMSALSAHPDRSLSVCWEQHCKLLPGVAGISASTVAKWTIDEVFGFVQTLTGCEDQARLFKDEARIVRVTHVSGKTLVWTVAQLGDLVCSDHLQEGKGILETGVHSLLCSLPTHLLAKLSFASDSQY
#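 L3MBTL1 (50 nM) pre-complexed 30 min with biotinylated H3(1-15)K9me1 peptide (75 nM), then compounds added for 30 min at room temperature; AlphaScreen streptavidin donor/nickel chelate acceptor beads (10 ug/mL final) read after 30 min dark incubation.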
# TRb SRC2 PPI = qHTS for Inhibitors of the Interaction of Thyroid Hormone Receptor and Steroid Receptor Coregulator 2; AID 1469, 2008; actives 0.065% (n = 280,000); TRbeta-SRC2 peptide binding, fluorescence polarization; receptor liganded with 1 µM T3; Potency, µM (series often up to 106 µM), without a hit: at the highest dose activity change, negative = inhibition, actives largely listed as inhibitors;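 further: plate controls were bound peptide for no effect and peptide without receptor for full effect; nearly all actives have a fitted effect of over 50% in size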
#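 Each compound concentration gave % activity, normalized to unbound and bound Texas Red SRC2 controls, from polarization read after 5 hr ambient incubation with T3-loaded human TRb LBD.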
# GAA glycogen mod = qHTS Assay for Inhibitors and Activators of Human alpha-Glucosidase Cleavage of Glycogen; recombinant GAA, glycogen substrate, Amplex Red glucose oxidase fluorescence; Lysosomal alpha-glucosidase (Homo sapiens), P10253; Potency, µM (titrated, usually from 76.4 µM), without a hit: at the top dose activity change, negative = inhibition, usual class: inhibitors; actives 0.38% (n = 300,000);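 further: 0% = full enzyme reaction and -100% = no-enzyme basal signal; the screen sought inhibitors and activators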
#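 Recombinant enzyme (4 nM final) with compounds titrated up to 77 uM and bovine liver glycogen (30 ug) in citrate pH 5.0, 0.01% Tween-20, 37 C 40 min. Released glucose detected by Amplex Red/glucose oxidase (Ex 573/Em 610); AC50 from Hill fits.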
# RGS12 GoLoco inh = qHTS Assay for Inhibitors of RGS12 GoLoco Motif Activity (Red Fluorophore). Guanine nucleotide-binding protein G(i) subunit alpha-1 (Homo sapiens), P63096. Gai1:RGS12 GoLoco peptide FP, rhodamine, 10 min. Potency, µM (highest dose often 61.6 µM), without a hit: at the highest dose activity, negative = inhibition, hits mostly inhibitors. actives 0.44% (n = 230,000); active means well fitted inhibition curve with a large enough effect, not every such curve was filed as active; inactive means no such curve, though single readings can be large or run the other way; further: nearly all actives have a fitted effect of over 30% in size; many of its hits are not listed in these tables
# TexasRed fluor = Total Fluorescence Counterscreen for Inhibitors of the Interaction of Thyroid Hormone Receptor and Steroid Receptor Coregulator 2; actives 0.29% (n = 280,000); TRb/SRC2 Texas Red total fluorescence interference; Potency, µM (titrated, usually from 106 µM), inactives show at the highest dose fluorescence change, negative = quenching; active means well fitted curve in either direction with a large enough effect; inconclusive means small, poorly fitted or top-dose-only effect
#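 Human TRb ligand-binding domain at 0.6 uM with 20 nM Texas Red SRC2 peptide in Tris buffer containing 1 uM T3 and 5% DMSO, incubated with compound 5 h at ambient temperature. Total fluorescence (555/632 nm) calculated as parallel + 2 × perpendicular.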
# Starred values were filed as active, the others as inactive; ? = inconclusive; . = no result given; [ ] = another dose, or the depositor's remark. Unless noted, the call rests on the fitted dose curve; in most records, active means well fitted curve in the direction sought with a large enough effect; inconclusive means small, poorly fitted or top-dose-only effect, or another doubt; inactive means no such curve, though single readings can be large; an effect the other way counts as inactive or inconclusive. Unless noted, on the % scale 0 is the no-effect control and ±100 the full control effect; potency means the concentration at half of the fitted maximal effect. An excerpt (hit frequency here may not be typical).
# Below each compound – RGS12 GoLoco inh, L3MBTL1 inh, TexasRed fluor, TRb SRC2 PPI, GAA glycogen mod
- COc1c(O)cc2c(c1O)[C@@H]1O[C@H](CO)[C@@H](O)[C@H](O)[C@H]1OC2=O
→ ., ., ., ., -12.9%
- Nc1ccc(S(=O)(=O)NCc2ccccc2)cc1
→ ., ., -1.1%, 5.5%, .
- CCOc1ccccc1NC(=O)CSc1nc2ccccc2c2nc(CCn3cncc3C)nn12
→ ., ., -47.3%, 2.1%, .
- CN1CCN(C(=O)C2CCCCC2)CC1
→ ., ., 0.9%, -0.2%, .
- COC(=O)c1ccccc1C(=O)c1ccc(OCCN2CCCCC2)cc1
→ ., ., -1.2%, 1.5%, .
- Cc1cc(NC(=O)C2CCN(S(=O)(=O)c3ccc4[nH]c(=O)oc4c3)CC2)ccc1Br
→ ., ., ?, -5.8%, .
- Cc1cc(Cl)ccc1NC(=O)Cn1nc(C)c2c(C)n(-c3ccccc3)nc2c1=O
→ ., ., -3.7%, 1.2%, .
- COc1ccc(NC(=O)C2CCCN(c3nnc(C)c4c(C)n(-c5ccccc5)nc34)C2)cc1Cl (stereo not given)
→ ., ., -3.1%, 9.8%, .
- COc1cc(C(=O)NC(c2ccccc2Cl)c2cc(Cl)c3cccnc3c2O)cc(OC)c1OC (stereo not given)
→ ., ., 0.4%, 0.7%, .
- CCCCCCCCCCOCC(O)CN (stereo not given)
→ ., ., 1.2%, -5.9%, .
- Cc1ccc(CNC(=O)C2CCN(S(=O)(=O)c3c(C)noc3/C=C/c3ccccc3F)CC2)o1
→ ., ., 1.7%, 6.2%, .
- Cc1c(C(C)C)c(=O)n(-c2ccccc2)n1C
→ -2.9%, ., 1.5%, 3.5%, .
- CN1CCN(c2cc3c(cc2F)c(=O)c(C(=O)O)cn3-c2ccc(F)cc2)CC1
→ -7.8%, ., -1.6%, -3.8%, .
- COc1ccccc1OC(=O)Oc1ccccc1OC
→ -6.2%, ., -1.5%, 12.7%, .
- O=C(Nc1ccc([N+](=O)[O-])cc1)Nc1ccc([N+](=O)[O-])cc1
→ 4.7%, ., -3.2%, 6.5%, .
- Cc1ccc(Cc2c(C)nc3c(-c4ccccc4)c(C)[nH]n3c2=O)cc1
→ ., ., 1.8%, -1.2%, 16.8%[76.3 µM]
- COc1ccc(Cn2c(CCC(=O)Nc3cccc(OC)c3)nc3cccnc32)cc1
→ ., ., -11.1%, 5.0%, 17.6%[76.3 µM]
- COc1ccc2c(CNCCc3ccccc3OC)c(C(=O)O)n(Cc3ccc(F)cc3Cl)c2c1
→ ., ., -1.2%, 6.6%, 3.7%[76.3 µM]
- CCN(CC)S(=O)(=O)c1ccc(C(=O)O)cc1
→ ., ., 0.5%, -1.1%, -0.5%[76.3 µM]
- Cc1nc2nc(NC(=O)c3cccc(Cl)c3)[nH]n2c(=O)c1Cc1ccccc1
→ ., ., 0.0%, 10.4%, 16.6%[76.3 µM]
- CC(C)(C)c1ccc(S(=O)(=O)c2cnc(SCC(=O)Nc3ccc(F)c(Cl)c3)[nH]c2=O)cc1
→ ., ., 5.3%, 1.2%, -5.9%[76.3 µM]
- O=c1c(O[C@@H]2O[C@H](CO)C(O)C2O)c(-c2ccc(O)c(O)c2)oc2cc(O)cc(O)c12 (stereo not given in full)
→ ., 14.1µM*, ., ., .
- O=C1c2c(O)cccc2C(C2OC(CO)[C@@H](O)[C@H](O)[C@H]2O)c2cc(CO)cc(O)c21 (stereo not given in full)
→ ., -6.5%, ., ., .
- CC[C@]12CCCN3CCc4c(n(c5ccccc45)[C@@](O)(C(=O)OC)C1)[C@@H]32
→ ., -2.7%, ., ., .
- Nc1ncnc(Nc2ccccc2)n1
→ ., 1.8%, -0.9%, -1.6%, .

# For convenience, some entries already given.
# Below each compound – RGS12 GoLoco inh, L3MBTL1 inh, TexasRed fluor, TRb SRC2 PPI, GAA glycogen mod
- Cc1cc(Cl)ccc1NC(=O)Cn1nc(C)c2c(C)n(-c3ccccc3)nc2c1=O
→ ., ., -3.7%, 1.2%, .
- COc1ccc(NC(=O)C2CCCN(c3nnc(C)c4c(C)n(-c5ccccc5)nc34)C2)cc1Cl (stereo not given)
→ ., ., -3.1%, 9.8%, .
- COc1cc(C(=O)NC(c2ccccc2Cl)c2cc(Cl)c3cccnc3c2O)cc(OC)c1OC (stereo not given)
→ ., ., 0.4%, 0.7%, .
- CCCCCCCCCCOCC(O)CN (stereo not given)
→ ., ., 1.2%, -5.9%, .
- Cc1ccc(CNC(=O)C2CCN(S(=O)(=O)c3c(C)noc3/C=C/c3ccccc3F)CC2)o1
→ ., ., 1.7%, 6.2%, .
- Cc1c(C(C)C)c(=O)n(-c2ccccc2)n1C
→ -2.9%, ., 1.5%, 3.5%, .
- CN1CCN(c2cc3c(cc2F)c(=O)c(C(=O)O)cn3-c2ccc(F)cc2)CC1
→ -7.8%, ., -1.6%, -3.8%, .
- COc1ccccc1OC(=O)Oc1ccccc1OC
→ -6.2%, ., -1.5%, 12.7%, .
- O=C(Nc1ccc([N+](=O)[O-])cc1)Nc1ccc([N+](=O)[O-])cc1
→ 4.7%, ., -3.2%, 6.5%, .
- Cc1ccc(Cc2c(C)nc3c(-c4ccccc4)c(C)[nH]n3c2=O)cc1
→ ., ., 1.8%, -1.2%, 16.8%[76.3 µM]
- COc1ccc(Cn2c(CCC(=O)Nc3cccc(OC)c3)nc3cccnc32)cc1
→ ., ., -11.1%, 5.0%, 17.6%[76.3 µM]
- COc1ccc2c(CNCCc3ccccc3OC)c(C(=O)O)n(Cc3ccc(F)cc3Cl)c2c1
→ ., ., -1.2%, 6.6%, 3.7%[76.3 µM]
- CCN(CC)S(=O)(=O)c1ccc(C(=O)O)cc1
→ ., ., 0.5%, -1.1%, -0.5%[76.3 µM]
- Cc1nc2nc(NC(=O)c3cccc(Cl)c3)[nH]n2c(=O)c1Cc1ccccc1
→ ., ., 0.0%, 10.4%, 16.6%[76.3 µM]
- CC(C)(C)c1ccc(S(=O)(=O)c2cnc(SCC(=O)Nc3ccc(F)c(Cl)c3)[nH]c2=O)cc1
→ ., ., 5.3%, 1.2%, -5.9%[76.3 µM]
- O=c1c(O[C@@H]2O[C@H](CO)C(O)C2O)c(-c2ccc(O)c(O)c2)oc2cc(O)cc(O)c12 (stereo not given in full)
→ ., 14.1µM*, ., ., .

# Fetched one by one from the list above:
# Below each compound – RGS12 GoLoco inh, L3MBTL1 inh, TexasRed fluor, TRb SRC2 PPI, GAA glycogen mod
- O=C1c2c(O)cccc2C(C2OC(CO)[C@@H](O)[C@H](O)[C@H]2O)c2cc(CO)cc(O)c21 (stereo not given in full)
→ ., -6.5%, ., ., .
- CC(C)(C)c1ccc(S(=O)(=O)c2cnc(SCC(=O)Nc3ccc(F)c(Cl)c3)[nH]c2=O)cc1
→ ., ., 5.3%, 1.2%, -5.9%[76.3 µM]
